KDM5B inh – Primary screen for KDM5B Histone Demethylases FDH-coupled qHTS. Lysine-specific demethylase 5B (Homo sapiens), Q9UGL1. KDM5B demethylase, FDH-coupled NADH fluorescence (FDH is formaldehyde dehydrogenase). Potency, µM (highest dose often 57.7 µM), for the others: top-dose activity change, negative = inhibition, actives largely listed as inhibitors. 2.6% of 220,000 active; active = well fitted inhibition curve with a large enough effect; inconclusive = small, poorly fitted or top-dose-only effect; inactive = no such curve, though single readings can be large or run the other way; note: 0% is about no effect; nearly all actives have a fitted effect of over 70% in size
Target sequence (Q9UGL1 whole entry, looked up): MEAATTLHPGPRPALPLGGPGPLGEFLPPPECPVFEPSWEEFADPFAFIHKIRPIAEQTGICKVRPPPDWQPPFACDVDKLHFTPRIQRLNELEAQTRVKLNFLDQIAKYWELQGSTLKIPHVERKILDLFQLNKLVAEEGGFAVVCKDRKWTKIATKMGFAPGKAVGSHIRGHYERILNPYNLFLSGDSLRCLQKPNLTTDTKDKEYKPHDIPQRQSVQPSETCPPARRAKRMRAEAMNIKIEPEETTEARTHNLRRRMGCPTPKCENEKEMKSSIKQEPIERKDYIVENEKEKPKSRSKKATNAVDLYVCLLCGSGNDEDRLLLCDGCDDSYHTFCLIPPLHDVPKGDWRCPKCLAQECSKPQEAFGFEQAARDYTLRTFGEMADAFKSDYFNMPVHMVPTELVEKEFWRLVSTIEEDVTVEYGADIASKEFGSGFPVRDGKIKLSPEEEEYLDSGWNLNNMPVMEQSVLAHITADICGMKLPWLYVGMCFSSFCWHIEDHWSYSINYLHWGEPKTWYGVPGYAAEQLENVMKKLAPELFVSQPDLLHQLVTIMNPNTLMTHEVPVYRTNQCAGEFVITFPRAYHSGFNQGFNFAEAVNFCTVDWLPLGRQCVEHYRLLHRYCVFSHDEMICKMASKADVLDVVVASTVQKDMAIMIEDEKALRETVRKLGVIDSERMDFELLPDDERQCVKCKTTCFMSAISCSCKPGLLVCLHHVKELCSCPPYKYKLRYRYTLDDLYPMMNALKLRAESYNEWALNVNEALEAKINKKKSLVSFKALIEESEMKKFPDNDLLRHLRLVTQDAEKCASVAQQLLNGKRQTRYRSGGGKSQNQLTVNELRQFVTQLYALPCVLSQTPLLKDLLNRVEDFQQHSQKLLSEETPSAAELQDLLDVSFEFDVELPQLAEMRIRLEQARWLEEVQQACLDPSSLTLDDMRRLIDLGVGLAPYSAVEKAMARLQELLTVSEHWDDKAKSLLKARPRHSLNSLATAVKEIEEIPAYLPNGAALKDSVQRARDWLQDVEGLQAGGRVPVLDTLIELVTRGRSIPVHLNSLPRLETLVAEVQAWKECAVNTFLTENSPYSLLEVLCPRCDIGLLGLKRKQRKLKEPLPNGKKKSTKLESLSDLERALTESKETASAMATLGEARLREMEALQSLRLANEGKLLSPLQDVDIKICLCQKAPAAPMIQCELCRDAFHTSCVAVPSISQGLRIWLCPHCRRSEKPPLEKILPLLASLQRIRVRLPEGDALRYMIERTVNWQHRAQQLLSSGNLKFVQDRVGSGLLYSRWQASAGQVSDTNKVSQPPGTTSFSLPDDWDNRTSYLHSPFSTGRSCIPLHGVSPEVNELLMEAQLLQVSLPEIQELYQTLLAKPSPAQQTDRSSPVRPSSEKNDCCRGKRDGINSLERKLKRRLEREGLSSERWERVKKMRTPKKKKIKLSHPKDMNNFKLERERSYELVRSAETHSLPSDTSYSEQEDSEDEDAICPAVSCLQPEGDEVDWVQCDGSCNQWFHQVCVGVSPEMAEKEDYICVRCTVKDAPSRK
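qHTS format, multiple compound concentrations. Buffer 50 mM HEPES pH 7.5/0.01% Tween-20; 200 nM KDM5BΔAP final; 10 min compound preincubation; substrate-mix levels 12.5 µM peptide, 25 µM α-KG, 0.25 mM NAD⁺; 30 min RT; ΔRFU.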
Active calls of the source: *; i = inactive; ? = inconclusive; [ ] = another dose, or the depositor's remark. Potency is the fitted concentration of half-maximal effect. The list is partial; count on the stated rates, not on these rows.

KDM5B inh | Compound
1% | CNC(=O)[C@H]1C[C@H](Oc2ccccc2)CN1Cc1c[nH]c2ccc(OC)cc12
-18% | COCCNC(=O)CCc1c(C)nn(-c2cccc(C)c2)c1Oc1ccccc1
-13%[86.2 µM] | COc1ccc(-c2cc(C[C@@H]3CC[C@H](O)[C@@H](CNC(=O)N4CCOCC4)O3)no2)cc1
10% | N#CC1=C(N)OC2=C(C(=O)CC(c3ccc(Cl)cc3)C2)C1c1ccccc1Cl (configuration not stated)
-30% | CCOC(=O)c1ccc(NC(=O)CN2C(=O)COc3ccc(Cl)cc32)cc1
22% | CCN1C(SCC(=O)Nc2ccccc2)=NS(=O)(=O)c2ccccc21
24% | Cc1ccc(Cl)cc1NC(=O)Cn1c(C)cc2nc3n(c(=O)c21)CCCC3
12% | CCOCCn1c(SCC)nc2c1c(=O)[nH]c(=O)n2C
9% | CCc1noc([C@@H]2CC(F)(F)CN2C(=O)c2cc(C3CC3)[nH]n2)n1
16% | Cc1cccc(C(=O)Nc2cccc3cccnc23)c1C
-26% | O=C1N[C@H](CC(=O)N2CCn3c(nnc3C(F)(F)F)C2)C(=O)Nc2ccccc21
? | Cc1ccc(C)c(N2CCN(C(=O)c3cc4c(=O)n(Cc5cccs5)ccc4nc3C)CC2)c1
? | Cc1cc(C(=O)OCC(=O)NCC(C)C)c2ccccc2n1
2%[86.2 µM] | COc1ccccc1CC(=O)N1CCCc2ncc(C(=O)NCCc3ccccc3)cc21
15% | O=C(O)CC1(CC(=O)NCc2ccncc2)CCCCC1
-15% | CCC1(c2ccc(F)cc2)NC(=O)N(CC(=O)Nc2ccc(C(N)=O)cc2)C1=O (configuration not stated)
-8% | COc1ccccc1Cc1nnc(NC(=O)c2cccc(NC(=O)c3ccccc3)c2)s1
1%[149 µM] | CN(C)c1ccc(CN2CCC(N3Cc4ccccc4C3=O)CC2)cc1
? | Cc1ccc2nc(-c3cccc(NC(=O)CSc4ccc(Cl)cc4)c3)oc2c1
25%[115 µM] | O=C1NC(=NC2CCCC2)C2(CCN([S+](=O)([O-])c3ccccc3)C2)N1c1cccnc1 (configuration not stated)
11% | Cc1ccc(C)c(-n2nnc(C(=O)NC3CCCCC3)c2N)c1
23% | CCCc1c(C(=O)NCCO)nnn1-c1ccc(C)cc1
16% | Clc1cccc(-n2cccc2)c1
? | COCCN1C(=O)CO[C@H]2CN(c3nccc(OC)n3)C[C@H]21
-2% | COc1ccc(N(C)C(=O)c2ccc3ccccc3n2)cc1OC
-16% | O/N=c1/oc2cc3occ(-c4ccccc4)c3cc2c2c1CCC2
15% | COc1ccccc1NC(=O)CCCN1C(=O)C2CC=CCC2C1=O (configuration not stated)
i | Cn1ccc2c(C(=O)NCc3cccnc3)nc(-c3ccc(F)cc3)cc21
35% | COc1cc(NC(=S)N2CCN(S(C)(=O)=O)CC2)cc(OC)c1
-12% | Cc1cccn2c(=O)cc(COc3ccc(NC(=O)c4cccc(F)c4)cc3)nc12
10% | COc1ccc(Cl)cc1NC(=O)c1cn(C2CCCCC2)c(=O)c2c1c1ccccc1n2C
6% | Cc1c(C)n2c3c(=O)[nH]c(=O)n(C)c3nc2n1CCCN(C)C
-4% | O=C(c1ccccc1F)N1CC2CC(C1)[C@H]1CCCC(=O)N1C2 (some centres not stated)
2% | Cn1c(=O)n(Cc2ccccc2)c(=O)c2c1nc(N1CCCC1)n2Cc1ccccc1
-23% | Cc1ccc(NC(=O)Cn2c(=O)ccc3cc(S(=O)(=O)N4CCC(C)CC4)ccc32)c(C)c1
-13% | CN1C(=O)CC[C@]2(C(=O)NCc3ccccc3Cl)CCCC[C@@H]12
-10%[86.2 µM] | COCCNC(=O)c1cc(-c2ccccc2OC(F)(F)F)cc2ncn(C)c12
-20% | COC(=O)c1ccccc1NC(=O)Cn1cccc1-c1nc(-c2ccc(OC)c(F)c2)no1
5% | CC(Sc1nnc(N2CCCC2)n1-c1ccccc1Cl)c1nc2ccccc2c(=O)[nH]1 (configuration not stated)
15% | COc1ccc(-c2cc(N3CCCN(C(=O)c4ccc5ncccc5c4)CC3)n[nH]2)cc1
? | Cc1ccc(CN(C(=O)COc2cccc([N+](=O)[O-])c2)c2ccccn2)cc1
-9% | CCOC(=O)c1c(C)[nH]c(C)c1S(=O)(=O)NCC(=O)N(C)c1ccc(C)c(C)c1
2% | CCOc1ccc(N(Cc2cc3ccc(C)cc3[nH]c2=O)S(C)(=O)=O)cc1
? | O=C(c1ccc2c(c1)N(Cc1ccc(F)cc1)CCS2)N1CCN(c2ccccc2)CC1
-16% | CC(=O)Nc1ccccc1-c1nc2ccccc2n(CC(=O)c2ccc(C)c(C)c2)c1=O
20% | Cc1ccc(C(=O)N2CCC(C(NC(=O)CC(C)C)C(=O)N3CCCCC3)CC2)cc1 (configuration not stated)
-10% | CCC1(N2CCN(C(=O)c3cc(Cl)ccc3OC)CC2)CCN(C(=O)NC)C1 (configuration not stated)
-23% | CCN(CCN(C)C)C(=O)c1ccc2c(c1)C(O)CCCCCN2CCOC (configuration not stated)

Sorted by the number under KDM5B inh (high to low): 5 of the compounds above.
KDM5B inh | Compound
20% | Cc1ccc(C(=O)N2CCC(C(NC(=O)CC(C)C)C(=O)N3CCCCC3)CC2)cc1 (configuration not stated)
5% | CC(Sc1nnc(N2CCCC2)n1-c1ccccc1Cl)c1nc2ccccc2c(=O)[nH]1 (configuration not stated)
-10% | CCC1(N2CCN(C(=O)c3cc(Cl)ccc3OC)CC2)CCN(C(=O)NC)C1 (configuration not stated)
-20% | COC(=O)c1ccccc1NC(=O)Cn1cccc1-c1nc(-c2ccc(OC)c(F)c2)no1
-23% | CCN(CCN(C)C)C(=O)c1ccc2c(c1)C(O)CCCCCN2CCOC (configuration not stated)

Next entries:
KDM5B inh | Compound
? | CC(=O)O/N=C/c1c(NCc2ccccc2)nc2c(C)cccn2c1=O
2% | Nc1c(C(=O)Nc2c(Cl)cccc2Cl)sc2nc(-c3ccncc3)ccc12
2% | COc1cccc(CC(=O)N2CCC3(CC2)OC(=O)N(Cc2csc(C)n2)C3(C)c2ccccc2)c1 (configuration not stated)
-3% | CN(CC1CCCCC1)C1CCc2nn(C)c(=O)n2CC1 (configuration not stated)
17%[115 µM] | CN(C)CCCC(=O)N1CCC2(CC1)CN(C(=O)Cc1ccc(O)cc1)CCO2
16%[86.2 µM] | Fc1ccc(-c2cc(CC3(NCc4cccnc4)COC3)no2)cc1
1% | CCCN(CC1CCOC1)S(=O)(=O)c1ccc(Br)cc1 (configuration not stated)
-14%[115 µM] | O=C(N1CCCC1)N1CCn2c(nnc2-c2cncc(Br)c2)C1
-9% | O=c1c2ccccc2cnn1Cc1coc(-c2ccccc2)n1
81%[activator] | COC(=O)c1cc(-c2c(C)oc3cc(OC(C)=O)ccc3c2=O)c(C)o1
-9% | CCc1nn2c(=O)cc(COC(=O)C(CC)c3ccccc3)nc2s1 (configuration not stated)
34% | CCn1ccc(C(=O)N2CCCCCCN(C)C(=O)[C@@H]3CCC[C@@H]32)n1
-14% | Cc1ccc(NC(=O)Cn2ccn3nc4c(c3c2=O)CCCCC4)cc1C
-10% | O=C(c1ccc(F)cc1F)N1CCC(c2noc(-c3ccc(S(=O)(=O)N4CCCC4)cc3)n2)CC1
-12% | Fc1ccccc1-c1nnc2sc(-c3ccc4ccccc4n3)nn12
21% | COCc1noc([C@@H]2CC(F)(F)CN2C(=O)Cc2cccc(F)c2)n1
-10% | CC(=O)Nc1ccc(C2(C(=O)NCc3cccc(F)c3)CCC2)cc1
? | Cc1nn(-c2ccccc2[N+](=O)[O-])c(C)c1[C@@H]1C=C[C@@H](NCc2ccc(F)cc2)C1
31%[86.2 µM] | Cn1ccnc1CN1C(=O)CO[C@H]2CN(C(=O)c3cccnc3)C[C@H]21
10% | COc1cccc(-n2ccnc2SCC(=O)Nc2cccc(C)c2C)c1
-28% | CCc1ccc2c(c1)NC(c1cccs1)=NC(c1ccc(F)cc1)=N2
-9% | COc1ccc(C(=O)Nc2nnc(C)s2)cc1
29% | CCCCC(=O)Nc1ccc(S(=O)(=O)N2CCCCC2c2cccnc2)cc1 (configuration not stated)
19% | O=C(CN(C(=O)CNC(=O)c1ccco1)c1ccc(F)c(Cl)c1)NC1CCCCC1
15% | O=C(Nc1cc(C(F)(F)F)ccc1N1CCOCC1)c1cncc(Br)c1
-24% | O=C(CSc1n[nH]c(-c2ccc(F)cc2)n1)N1CCN(c2ccc(F)cc2)CC1
-1% | Cc1nc(C)c(C(=O)N2CCC(Oc3ccc(-c4noc(-c5ccccc5)n4)cc3)C2)s1 (configuration not stated)
? | CNc1nc2c(c(C(=O)N3CCCC3)n1)CN(CCC(C)c1ccc(C)o1)CC2 (configuration not stated)
2% | CS(=O)(=O)N1CCC(NC(=O)c2cnc3ccccc3n2)CC1
40%[activator] | Cc1ccc(NS(=O)(=O)c2c(C)nc3sc(C)c(C)n3c2=O)cc1F
-17% | Cc1ccc(-c2noc(CNC(=O)COc3cc(C)c(Br)c(C)c3)n2)cc1
-10% | Cc1ccc(COc2ccc(CNC3CC3)cc2)cc1
15% | O=C(c1ccco1)N1C[C@@H](CO)[C@H](c2ccncc2)C1
-3% | CCc1ccc(C2CC(=O)c3c([nH]c(C(=O)OCC4CCCCC4)c3C)C2)cc1 (configuration not stated)
? | Cc1cccc(-c2nc(C#N)c(N3CCOCC3)o2)c1
-14% | CCCOC(=O)c1ccc(Oc2coc3cc(OC)ccc3c2=O)cc1
13% | Cc1nn(C)c(C)c1CCN(C)C(=O)CCC1CCN(C(=O)c2ccccc2F)CC1
35µM* | O=c1c2nc(N3CCC(c4ccccc4)CC3)ccc2ncn1C1CC1
-15% | CCNC(=O)N1CCOc2ccc(CN3CCc4ccccc4C3)cc2C1
10% | N#Cc1ccc(Oc2cccc(F)c2)cc1
? | Cc1nn2c(c1-c1ccccc1OCc1ccccc1)N(Cc1ccccc1)CCC2
32µM* | Cc1cc(-c2nccc3c(=O)cc(N(C)C)oc23)ccn1
-29% | O=C(Cn1nc(Cc2cccnc2)c2ccccc2c1=O)N1CCN(c2ccc(F)cc2)CC1
11% | Cc1ccc(S(=O)(=O)Nc2cc3c(cc2N2CCOCC2)n(C)c(=O)n3C)c(C)c1
0% | Cc1ccc(S(=O)(=O)OCCCCOS(=O)(=O)c2ccc(C)cc2)cc1
? | Cc1nc(N(C)C)ncc1C(=O)NC(C(=O)O)c1c(C)n[nH]c1C (configuration not stated)
-12% | CCNC(=O)N(C1CC1)C1CCOC2(CCN(C(=O)NCc3ccc(C)cc3)CC2)C1 (configuration not stated)
11% | CCOC(=O)c1c(C)[nH]c(C)c1S(=O)(=O)N1CCC(C(=O)Nc2cc(C)ccn2)CC1

In another format: results already given
> Cc1ccc(S(=O)(=O)Nc2cc3c(cc2N2CCOCC2)n(C)c(=O)n3C)c(C)c1
  KDM5B inh = 11%

> Cc1ccc(S(=O)(=O)OCCCCOS(=O)(=O)c2ccc(C)cc2)cc1
  KDM5B inh = 0%

> Cc1nc(N(C)C)ncc1C(=O)NC(C(=O)O)c1c(C)n[nH]c1C (configuration not stated)
  KDM5B inh = ?

> CCNC(=O)N(C1CC1)C1CCOC2(CCN(C(=O)NCc3ccc(C)cc3)CC2)C1 (configuration not stated)
  KDM5B inh = -12%

Remaining list, next part.
KDM5B inh | Compound
2% | O=C(c1ccc(OC2CCN(C(=O)c3ccco3)CC2)nc1)N1CCOCC1
22% | Cc1cnc(C2CC2)n1CCNS(=O)(=O)c1cc(F)cc(F)c1
5% | Cn1c(CNc2cccc(Br)c2)c(C#N)c2ccccc21
-10% | Cc1nc2nc(SCC(=O)c3ccc4c(c3)OCO4)[nH]c2cc1Br
-21%[86.2 µM] | COc1ccc(-c2noc([C@@H]3C[C@H](NS(=O)(=O)c4ccc(F)cc4)CN3C)n2)cc1
28µM* | O=C(c1cc(CN2CCOCC2)on1)N1CCc2c(nc3cc(-c4ccccc4)[nH]n3c2=O)C1
7% | O=C(NCCc1ccccc1)Nc1ccc(CN2CCOC2=O)cc1
-21% | CCOC(=O)c1cccc(NC(=O)c2ccc3c(Cl)c4c(nc3c2)CCC4)c1
? | CCc1ccc(CN2CCN(C(=O)c3ccco3)CC2)cc1
? | CCOC(=O)c1c(C)oc2ncnc(Nc3ccc(F)cc3Cl)c12
? | COC(=O)[C@@H]1Cc2ncn(C)c2CN1S(=O)(=O)c1ccc(OC)cc1
17% | Cc1nc2c(cc(OCc3ccc(F)cc3)c3ccsc32)s1
-11% | CCCCCCn1nc(C(=O)OCC(=O)Nc2cc(C)on2)c2ccccc2c1=O
? | Cc1ccccc1-c1nc(CS(=O)CC(=O)N2CCN(c3cc(Cl)ccc3C)CC2)c(C)o1 (configuration not stated)
? | COc1ccc(NC(=O)CCc2c(C)nc3cc(-c4cccc(F)c4)nn3c2C)cc1Cl
2% | C/C(=N\NC(=O)c1cccs1)c1cccc(C)c1
-17% | Cc1c(Cl)cccc1NC(=O)C(C)N(c1ccccc1)S(C)(=O)=O (configuration not stated)
6%[86.2 µM] | O=C1N(Cc2ccccc2)CCOC12CCN(Cc1cc(F)ccc1F)CC2
13% | Cc1cccc(C)c1NC(=O)C(=O)NCC(c1cccnc1)N1CCc2ccccc21 (configuration not stated)
-27% | O=C(O)c1coc(CN2C[C@@H](C(=O)O)[C@H](C3CC3)C2)n1
11% | CS(=O)(=O)N1CCCC1C(=O)NC1CCCCC1 (configuration not stated)
? | CC(=O)c1cccc(NC(=O)CN(C)Cc2ccc(OC(F)F)cc2)c1
-38% | O=C(NCc1cccc(F)c1)c1ccc(N2CC3CC(C2)[C@H]2CCCC(=O)N2C3)nc1 (some centres not stated)
-5% | Cc1nc(CCCNC(=O)c2cc(S(N)(=O)=O)ccc2F)sc1C
? | O=C(NC12CC3CC(CC(C3)C1)C2)c1ccc(-c2nc3ccccc3s2)s1
35µM* | O=c1ncn(Cc2ccccc2)c2ccc(NCCOc3ccccc3)nc12
-11% | O=C(OCc1cccc2ccccc12)c1cnccn1
